Bioassay records from PubChem.
MMP13 inhibition: human MMP13 inhibition, fluorescence-interfering compounds – biochemical, possible fluorescent artifacts, delta fluorescence, confirmation (AID 734); 5,100 tested, under 10 active; inhibition, %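 (each compound tested at 4 µM nominal in triplicate)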; MMP13 fTHP FRET cleavage, delta fluorescence 4 h; stronger effect = higher value;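 active means inhibition above the mean inhibition over all tested compounds plus 3 SD, cut at about 75% in these data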;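 further: 0% = DMSO only wells and 100% = 8 µM reference MMP13 inhibitor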
The depositor's hits bear a star.

`CC(=O)NC(Cc1ccccc1)C(=O)O` (configuration not stated) gave MMP13 inhibition 1.

An excerpt. The share of hits here may be higher or lower than overall.
